Glioma ERSR ind: qHTS for Inducers of the Endoplasmic Reticulum Stress Response (ERSR) in Human Glioma: qHTS; hit rate 0.02% among 420,000; U87-MG GRP78 promoter luciferase reporter, 16 h; Potency, µM, for the others: at the highest dose activation, usual class: activators; AID 602332, 2012; note: potency is the fitted concentration of half-maximal effect; series mostly up to about 76 µM; % of control where 0% means no effect; nearly all actives have a fitted effect of over 35% in size
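ERSR induction read as luciferase luminescence (Bright-Glo, 10 min at room temperature) in stably transfected human U87-MG glioma cells exposed to compounds for 16 h, using GRP78 as sensor.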
POLH inh: qHTS for Inhibitors of Polymerase Eta; DNA polymerase eta (Homo sapiens), Q9Y253; recombinant Pol eta, fluorescent DNA replication assay; Potency, µM (top dose mostly 114 µM), without a hit: at the highest dose activity change, negative = inhibition, most hits filed as inhibitors; hit rate 1.2% among 390,000; AID 588591, 2011; note: potency is the fitted concentration of half-maximal effect; % is set by controls: 0 for no effect and ±100 for the full control effect
Target sequence (Q9Y253 whole entry, looked up): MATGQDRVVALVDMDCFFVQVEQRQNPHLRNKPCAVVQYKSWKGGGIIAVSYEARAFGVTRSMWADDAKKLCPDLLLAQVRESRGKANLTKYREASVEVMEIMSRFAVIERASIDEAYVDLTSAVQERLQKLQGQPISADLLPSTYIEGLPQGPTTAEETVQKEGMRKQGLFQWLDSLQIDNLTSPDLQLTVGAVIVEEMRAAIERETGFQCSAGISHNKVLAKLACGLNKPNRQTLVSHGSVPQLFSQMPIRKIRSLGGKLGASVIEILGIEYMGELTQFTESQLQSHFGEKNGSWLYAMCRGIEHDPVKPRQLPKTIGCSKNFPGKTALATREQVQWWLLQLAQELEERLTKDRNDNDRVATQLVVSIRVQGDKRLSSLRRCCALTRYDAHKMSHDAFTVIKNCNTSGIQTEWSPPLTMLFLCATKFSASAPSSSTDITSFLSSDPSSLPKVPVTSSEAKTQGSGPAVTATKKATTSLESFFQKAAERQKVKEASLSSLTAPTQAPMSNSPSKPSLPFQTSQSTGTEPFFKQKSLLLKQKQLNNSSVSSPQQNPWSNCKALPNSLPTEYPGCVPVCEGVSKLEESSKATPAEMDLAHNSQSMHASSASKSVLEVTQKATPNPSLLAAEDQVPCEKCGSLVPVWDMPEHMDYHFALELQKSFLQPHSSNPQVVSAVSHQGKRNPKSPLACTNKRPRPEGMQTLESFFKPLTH
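Pol eta at 10 nM preincubated with compounds 15 min at room temperature; reaction started with fluorescent substrate (50 nM final) and read kinetically at 0 and 10 min.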
LDHA inh: qHTS assay for inhibitors of human lactate dehydrogenase; activity change, % (values are at about 110 or 230 µM); purified LDHA, NADH/diaphorase-resazurin fluorescence; stronger effect = lower value; hit rate 0.15% among 480,000; AID 1347041, 2019; in the data active = activity change below about -30%; inconclusive = mostly about -25% to -30%;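 note: plate controls were DMSO wells for no effect and wells without enzyme for full effect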
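Human LDH5 (2 nM) was incubated with 0.06 mM NADH and 0.2 mM pyruvate for 5 min at room temperature in Tris pH 7.4. Remaining NADH was coupled through diaphorase/resazurin, and resorufin fluorescence was read at 0 and 20 min.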
An asterisk follows results filed as active; u = inconclusive; & = joins results of further samples. Unless noted, calls come from the whole dose curve; as a rule, active = well fitted curve in the direction sought with a large enough effect; inconclusive = small, poorly fitted or top-dose-only effect, or another doubt; inactive = no such curve, though single readings can be large; an effect the other way counts as inactive or inconclusive.

SMILES	Glioma ERSR ind	POLH inh	LDHA inh
O=C(OCC(=O)c1c[nH]c2ccccc12)c1ccc(OC(F)F)cc1	3%	-7%	-4
C[C@@H]1CCCCO[C@@H](CN(C)S(=O)(=O)c2cn(C)cn2)[C@@H](C)CN([C@H](C)CO)C(=O)c2cc(NC(=O)Nc3ccc(C(F)(F)F)cc3)ccc2O1	-5%	-10%	1
COCC(=O)Nc1ccc2c(c1)[C@@H]1C[C@H](CC(=O)OC)O[C@@H](CO)[C@@H]1O2	-2%	-16%	-6
O=c1c(=O)n(CCO)n(CCO)c(=O)n1CCO	-5%	-2%	-7
O=C(CNC(=O)N1CC(=O)Nc2ccccc21)NCCCc1ccccc1	-2%	-4%	1
CCN(CCCNc1cc2c(c(N)c1S(=O)(=O)O)C(=O)c1ccccc1C2=O)c1ccccc1	-1%	25µM*	7
C[C@H]1CN([C@@H](C)CO)C(=O)CCCn2nncc2CO[C@H]1CN(C)C(=O)Nc1ccc2c(c1)OCO2	-3%	-3%	8
C=C(C)c1cccc(C(C)(C)NC(=O)N2CCN(C(=O)OCC)CC2)c1	-3%	-13%	0
C[C@H](CO)N1C[C@H](C)[C@@H](CN(C)S(=O)(=O)c2ccc(C#N)cc2)OCc2cnnn2CCCC1=O	-1%	-7%	-6
N#Cc1ccc(CN(Nc2ccccc2)c2ccccc2)cc1	-2%	-9%	3
O=C(Cn1ccnc1[N+](=O)[O-])N(CCO)CCO	-2%	-2%	-1
Cc1ccc(S(=O)(=O)N2CCC(=O)c3ccccc32)cc1	-4%	-13%	-9
Cc1ncc([N+](=O)[O-])n1CC(=O)Nc1ccccc1Cl	-6%	-19%	2
Cc1[nH]nc2c(=S)[nH]c(=O)[nH]c12	-3%	-13%	-2
Cc1noc(C)c1S(=O)(=O)N(C)C[C@H]1OCc2cn(nn2)CCCC(=O)N([C@H](C)CO)C[C@@H]1C	-1%	-16%	0
CCCCCCn1c(=O)n2n(c1=O)[C@@H]1CN(S(=O)(=O)c3ccc(C)cc3)C[C@]1(O)[C@@H](OC(=O)NCC1CCCCC1)C2	6%	-28%	0
COc1cccc(N2CCN(C(=O)c3ccc(Cl)c(S(=O)(=O)N4CCCCCC4)c3)CC2)c1	-5%	-18%	-5
COc1ccc(S(=O)(=O)N(C)C[C@H]2OCc3cnnn3CCCC(=O)N([C@H](C)CO)C[C@@H]2C)cc1	-1%	-13%	-12
C[C@H](NC(=O)c1ncn2c1C(=O)NC[C@@H]2C)C(=O)OC(C)(C)C	-4%	2%	-6
Cc1ccc(S(=O)(=O)N2C[C@H]3n4c(=O)ccc(=O)n4C[C@H](OC(=O)NCc4ccccc4F)[C@@]3(O)C2)cc1	-13%	u	-3
COc1ccc(/C(O)=C2/C(=O)C(=O)N(CCCN3CCOCC3)C2c2ccc(Cl)cc2)cc1 (configuration not stated)	-4%	-3%	0
CN(C(=O)Nc1ccc(F)cc1)[C@H]1C[C@H]2c3[nH]c4ccccc4c3CCN2C(=O)[C@H]1CO	-2%	-22%	-6
CCn1c(O)c(N=NC(=O)CNC(=O)c2cccnc2)c2ccccc21	-2%	-8%	0
COc1ccccc1-n1c(SCC(=O)Nc2ccc(Cl)cc2)nc(O)c(Cc2ccccc2)c1=O	1%	4%	-10
CC(C)NC(=O)C1CCN(Cc2cccc(OCc3ccccc3)c2)CC1	-3%	-3%	-18
COc1cccc(-c2n[nH]nc2C2=CC(=O)CC(C)(C)C2)c1	-1%	-13%	-1
O=C(O)c1ccc(CNC(=O)C2CCN(S(=O)(=O)c3cccs3)CC2)cc1	-2%	-4%	1
Cc1ccc(OCC(=O)Nc2ccc(S(=O)(=O)NC3=NCCCCC3)cc2)cc1	-3%	-12%	-2
COC(=O)C(c1ccccc1)C(CC(=O)c1ccccc1)c1ccccc1 (configuration not stated)	-1%	-9%	-2
CCN(CC)CCNc1ccc(CO)c2oc3ccccc3c(=O)c12	-3%	-14%	3
C[C@@H]1CCCCO[C@H](CN(C)S(=O)(=O)c2cccs2)[C@H](C)CN([C@@H](C)CO)C(=O)c2cc(NC(=O)NC3CCCCC3)ccc2O1	1%	0%	-15
C[C@@H]1CN([C@H](C)CO)C(=O)c2c(c3ccccc3n2C)-c2ccccc2CO[C@H]1CN(C)Cc1ccccc1	2%	-13%	0
CC1CCC(NC(=O)CN2CCN(S(=O)(=O)c3ccc(Br)s3)CC2)CC1 (configuration not stated)	-2%	-9%	1
COc1ccc(OC)c(-c2cc(C(=O)O)c3cc4ccccc4cc3n2)c1	-7%	0%	1
COc1ccc(S(=O)(=O)N2CCOCC2)cc1NC(=O)c1c(C)noc1C	-7%	-18%	-4
COC(=O)Cn1ccnc1[N+](=O)[O-]	-1%	2%	-8
CCOc1ccc(OCCC(=O)Nc2ccc(N3CCOCC3)cc2N2CCOCC2)cc1	-2%	-7%	1
C[C@H](CO)N1C[C@H](C)[C@@H](CN(C)Cc2ccc(Cl)c(Cl)c2)OCCCC[C@H](C)Oc2ccc(NC(=O)CCC(F)(F)F)cc2C1=O	-6%	-18%	3
Cc1ccc(NC(=O)c2sc3ncn(CC(=O)N4CCN(c5ccccn5)CC4)c(=O)c3c2C)cc1	0%	-20%	-1
COCCN(C(=O)COC(=O)c1ccc2c(c1)OCO2)c1c(N)n(Cc2ccccc2)c(=O)[nH]c1=O	-1%	-16%	-3
Cc1ccc([C@H]2C[C@H](n3cc(C4CC4)nn3)[C@@H](O)CN2C(=O)c2cccs2)cc1	-3%	-5%	0
CC(C)C1C(=O)N(Cc2cn(CC3CCCCC3)nn2)CCS(=O)(=O)N1Cc1ccc(-c2ccc(F)cc2)cc1 (configuration not stated)	-5%	-11%	0
COc1cccc(-c2nnn(CC(=O)N(C3CCCCC3)C3CCS(=O)(=O)C3)n2)c1 (configuration not stated)	3%	-21%	0
C[C@@H]1CN([C@@H](C)CO)C(=O)c2cc(Br)cnc2O[C@H]1CN(C)C(=O)Cc1ccccn1	-3%	-12%	-15
CCCS(=O)(=O)c1nc(S(=O)(=O)c2ccc(C)cc2)c(N2CCCCC2)s1	-3%	-24%	-4
CCOc1ccc(/C=N/NC(=O)c2ccc3nc[nH]c3c2)cc1OC	-3%	-8%	-2
CCN(CC)CCNc1cccc2sc3ccccc3c(=O)c12	-4%	-9%	-7
C[C@@H]1CCCCO[C@@H](CN(C)C(=O)c2ccccc2)[C@@H](C)CN([C@H](C)CO)C(=O)c2cc(N(C)C)ccc2O1	-2%	-14%	2
O=C(O)c1ccccc1C(=O)OCC1CCC(=NO)CC1 (configuration not stated)	-3%	-17%	-4
Cc1cc(C)c2c(=O)n3c(nc2c1)C(Cc1ccccc1)NC(=O)c1cc2ccccc2cc1-3 (configuration not stated)	-2%	-15%	4
CC(C)OC(=O)N(C)C[C@@H]1OCc2cnnn2CCCC(=O)N([C@@H](C)CO)C[C@H]1C	0%	-21%	-6
CC12CCC3c4ccccc4CCC3(CO1)C2 (configuration not stated)	-5%	0%	-4
COc1ccc(CCNC(=O)c2ccc(CS(=O)(=O)Cc3ccc(C)cc3)o2)cc1OC	-3%	-16%	-14
C[C@@H]1CN([C@@H](C)CO)S(=O)(=O)c2ccc(-c3ccccc3)cc2O[C@@H]1CN(C)Cc1ccccc1C(=O)O	-3%	-22%	-1
COc1cccc(CN(C)C(=O)c2cccc(S(=O)(=O)N3CCN(c4ccccc4)CC3)c2)c1	-1%	-14%	-12
CN(C(=O)c1cc(-c2cccs2)nn1-c1ccccc1)C1CCS(=O)(=O)C1 (configuration not stated)	-6%	-13%	0
O=C(OCc1ccccc1)N1CCC2CC1c1ccc(N3CCOCC3)cc12 (configuration not stated)	-5%	-17%	-18
COc1cc(C(C)=O)ccc1OCC(=O)NCc1ccccc1CN1CCCC1	-4%	-3%	-4
Cc1ccc(CNC(=O)C2CCC(=O)N(Cc3cccc(F)c3)C2)s1 (configuration not stated)	-3%	-17%	0
COc1ccc(S(=O)(=O)N2CCCCCC2)cc1NC(=O)CCNC(=O)c1ccccc1Cl	-3%	-8%	1
Continued.
SMILES	Glioma ERSR ind	POLH inh	LDHA inh
O=C(NCCc1ccccc1)c1ccc(S(=O)(=O)N2CCCCC2)cc1	0%	-11%	0
C[C@@H]1CCCCO[C@@H](CN(C)S(=O)(=O)c2cccs2)[C@@H](C)CN([C@H](C)CO)C(=O)c2cc(NS(=O)(=O)c3ccccc3)ccc2O1	-5%	-13%	-14
O=C(CN1C(=O)NC2(CCc3ccccc32)C1=O)NC1CCCCC1 (configuration not stated)	-3%	-5%	2
CC(=O)N1c2ccccc2Sc2ccc3ccccc3c21	-3%	-24%	-1
CCn1c2ccccc2c2cc(NC(=O)N3CCCCC3)ccc21	20%	-8%	5
O=[N+]([O-])c1ccc(C=CC=Cc2ccccc2)cc1	2%	-8%	-6
Cn1nc(NC(=O)C(F)(F)F)c2ncc(-c3ccccc3)nc21	-3%	-10%	6
CC1=C(C(=O)N(C)C)CC(CC(=O)NC2CCCC2)C(=O)N1Cc1ccc(F)cc1 (configuration not stated)	-3%	-11%	3
C[C@H]1CCCCO[C@@H](CN(C)S(=O)(=O)c2ccc(Cl)cc2)[C@@H](C)CN([C@@H](C)CO)C(=O)c2cc(NS(=O)(=O)c3ccccc3)ccc2O1	-1%	-22%	-3
Cc1ccc(S(=O)(=O)N2C[C@]3(O)C[C@@H]4C(=O)N(c5ccccc5)C(=O)[C@@H]4C[C@]3(OC(=O)Nc3cccs3)C2)cc1	-2%	-7%	6
COc1cc(S(=O)(=O)n2ccc(C)n2)c(C)cc1C	-8%	-12%	-2
CCc1ccc(NC(=O)c2ccc3c(c2)CCN3S(C)(=O)=O)cc1	2%	-5%	-14
C[C@@H]1CN([C@H](C)CO)C(=O)c2cc(Br)cnc2O[C@H]1CN(C)C(=O)Cc1ccccc1	-2%	2%	-2
O=C(COC(=O)C1=COCCO1)NCc1ccc(Cl)cc1Cl	2%	1%	-2
CN(C(=O)COc1ccccc1)c1ccc([N+](=O)[O-])cc1	-5%	-1%	-5
CCN(CC)CCNc1c(C)cc(CO)c(Cl)c1C	-4%	-6%	-7
C[C@@H]1CCCCO[C@@H](CN(C)S(=O)(=O)c2ccc(F)cc2)[C@@H](C)CN([C@H](C)CO)C(=O)c2cc(NC(=O)c3ccccc3)ccc2O1	0%	-11%	1
C[C@@H]1CN([C@H](C)CO)C(=O)CCCn2nncc2CO[C@H]1CN(C)S(=O)(=O)c1ccc(C#N)cc1	0%	-3%	-1
CN(C(=O)C1CC1)c1ccccc1	0%	0%	-2
CC(=O)Nc1cccc(C(=O)OCC(=O)NC(=O)NC2CCCC2)c1	2%	-9%	-5
CC1N=C(SCC(=O)c2ccc(F)cc2)N2C(C)N=C(SCC(=O)c3ccc(F)cc3)N12 (configuration not stated)	-3%	-1%	-1
CC(C)C#Cc1ccc2c(c1)O[C@@H](CN(C)C(=O)c1cnccn1)[C@@H](C)CN([C@@H](C)CO)S2(=O)=O	-3%	-15%	1
Cc1ccc(S(=O)(=O)N=N/C=C2\C=CC=CN2O)cc1	-5%	-12%	1
O=C(NCc1ccccc1)c1ccc(S(=O)(=O)N2CCCCCC2)cc1	-5%	-8%	-5&-6
CN(C)C(CNC(=O)c1cccc(S(=O)(=O)N2CCc3ccccc3C2)c1)c1ccccc1 (configuration not stated)	-3%	-12%	-5
CCCCCCn1c(=O)n2n(c1=O)[C@@H]1CN(S(=O)(=O)c3ccc(C)cc3)C[C@]1(O)[C@@H](OC(=O)NC1CC1)C2	-3%	-17%	-1
Cc1cccc(S(=O)(=O)N(C)C[C@H]2OCc3cn(nn3)CCCC(=O)N([C@H](C)CO)C[C@@H]2C)c1	-1%	-15%	-10

Source: PubChem (National Center for Advancing Translational Sciences (NCATS))

This is a subset; the hit share may differ from the screen's.
